PvdQ inh: blocks Pseudomonas aeruginosa PvdQ acylase activity. actives 0.063% (n = 340,000). inhibition, % at 10 µM. purified PvdQ acylase, fluorescence plate reader. AID 488965; in the data active means inhibition above about 30%, passing the limit was not always enough; inconclusive means no clear call, values can overlap the other calls;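 further: 0% = vehicle neutral wells and 100% = reference inhibitor wells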
MITF act: MITF TRPM1 promoter activation in melanoma cells | actives 0.75% (n = 300,000) | activation, % at 12.5 µM | SK-MEL-5 TRPM1-promoter luciferase, 24 h; % of positive control, neutral wells = 0 | AID 588334;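 active means mean activation of at least 80% with every replicate also reaching 80%; inconclusive means mean reaches 80% but some replicate falls short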;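 further: 0% = neutral control wells and 100% = parthenolide positive control wells; values of inactives mirror those of a sister screen read the other way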
dFosB act: mouse delta FosB homodimer activation; AID 493131; P13346; activation, % at 25 µM; purified delta FosB, TAMRA-CDK5 oligo fluorescence polarization; percent of positive-control signal above neutral wells; actives 0.99% (n = 340,000);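 active means mean activation above about 17%, with every replicate also reaching it, limit read from the data, passing the limit was not always enough; inconclusive means only one of the two conditions met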;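 further: fluorescence polarization rise as delta FosB binds a TAMRA Cdk5 AP-1 oligo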
Wnt bcat act: activates Wnt/beta-catenin signaling in a reporter cell assay; activator, plate reader; activation, % at 9.35 µM; actives 1.2% (n = 300,000); in the data active means activation above about 30%, passing the limit was not always enough; inconclusive means no clear call, values can overlap the other calls;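 further: 0% = neutral control wells and 100% = positive control wells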
HTR5A ag: counter-screen for OPRM1-OPRD1 agonists: human HTR5A agonism; activation, % at 9.3 µM; actives 0.61% (n = 340,000); HTR5A agonist assay, luminescence, cell-based; AID 504692; in the data active means activation mostly above about 9.5%, no sharp cut-off; inactive means mostly below about 7.6%;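 further: 0% = cells with vehicle only and 100% = reference agonist; strong numbers were not always called active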
Target sequence (P47898 whole entry, looked up): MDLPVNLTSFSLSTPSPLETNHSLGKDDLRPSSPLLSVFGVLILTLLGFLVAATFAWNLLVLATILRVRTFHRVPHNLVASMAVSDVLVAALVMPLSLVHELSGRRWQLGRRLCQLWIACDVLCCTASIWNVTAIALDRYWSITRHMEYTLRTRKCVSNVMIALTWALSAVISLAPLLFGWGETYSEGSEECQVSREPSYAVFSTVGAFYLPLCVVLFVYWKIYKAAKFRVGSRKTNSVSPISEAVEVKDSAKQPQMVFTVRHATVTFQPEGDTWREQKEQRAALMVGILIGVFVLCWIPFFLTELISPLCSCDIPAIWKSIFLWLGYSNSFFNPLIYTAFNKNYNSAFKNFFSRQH
HTR5A inv ctr: counter-screen for OPRM1-OPRD1 inverse agonists: human HTR5A inverse agonism. P47898. HTR5A cell line, luminescence. inhibition, % at 9.3 µM. actives 0.083% (n = 340,000). AID 504634; in the data active means inhibition mostly above about 23%, no sharp cut-off; inactive means mostly below about 18%;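 further: 0% = cells with DMSO and 100% = no-cell wells with DMSO; some compounds called inactive have numbers as strong as hits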
V-ATPase pH: regulators of yeast V-ATPase proton transport | actives 0.37% (n = 350,000) | S. cerevisiae, pHLuorin cytosolic pH fluorescence | response, % at 10 µM | AID 504577; in the data active means response mostly above about 7.3%, no sharp cut-off; inactive means mostly below about 5.4%; further: actives read high; inactives centre near 0; some compounds called inactive have numbers as strong as hits; reference of the scale not given here
SR-BI HDL uptake: inhibitors of mouse SR-BI mediated HDL lipid uptake; Q61009; ldlA[mSR-BI] CHO cells, DiI-HDL uptake fluorescence, 3 h; inhibition, % at 12.5 µM; actives 0.96% (n = 320,000); AID 488896;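 active means mean replicate inhibition of at least 70% and a set share of replicates each scoring 70 or more; inconclusive means meets just one of the two criteria; inactive means fails both criteria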;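 further: 0% = median of neutral control wells and 100% = median of positive control wells; values of inactives mirror those of a sister screen read the other way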
CDK5 p35 inh: inhibitors of human CDK5/p35 kinase; Q00535+Q15078; Recombinant CDK5/p35, ADP-Glo luminescence, 60 min; inhibition, % at 10 µM; actives 0.01% (n = 330,000); AID 488839;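 active means highest replicate inhibition of at least 50% and at least 75% of replicates reaching 50%; inconclusive means only one of the two criteria met; inactive means both criteria failed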;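 further: plate controls were DMSO neutral control for no effect and GW8510 at 10 µM for full effect; many of its hits are not listed in these tables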
Target sequence (Q00535 whole entry, looked up): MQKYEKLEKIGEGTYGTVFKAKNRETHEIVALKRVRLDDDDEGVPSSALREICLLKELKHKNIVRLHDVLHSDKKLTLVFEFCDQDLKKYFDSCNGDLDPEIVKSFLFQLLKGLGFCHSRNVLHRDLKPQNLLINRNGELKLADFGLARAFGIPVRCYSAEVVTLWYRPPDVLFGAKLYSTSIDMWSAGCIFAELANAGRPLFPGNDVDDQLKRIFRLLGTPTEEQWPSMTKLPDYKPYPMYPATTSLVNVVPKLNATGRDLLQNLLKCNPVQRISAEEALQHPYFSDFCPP
Target sequence (Q15078 whole entry, looked up): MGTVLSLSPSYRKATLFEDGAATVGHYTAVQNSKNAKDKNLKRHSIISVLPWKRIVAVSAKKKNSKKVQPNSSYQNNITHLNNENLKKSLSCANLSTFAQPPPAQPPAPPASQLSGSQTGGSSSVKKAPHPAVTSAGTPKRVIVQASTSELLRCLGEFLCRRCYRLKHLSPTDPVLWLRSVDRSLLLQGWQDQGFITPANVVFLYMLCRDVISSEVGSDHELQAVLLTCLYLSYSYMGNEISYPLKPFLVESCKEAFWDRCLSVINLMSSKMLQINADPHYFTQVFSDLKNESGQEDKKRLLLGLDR
NSD2 inh: inhibitors of human histone methyltransferase NSD2. O96028. AID 743445. actives 0.54% (n = 310,000). NSD2 peptide methylation, AlphaScreen, 120 min. inhibition, % at 12.5 µM; in the data active means inhibition above about 50%
An asterisk follows results filed as active; ? = inconclusive; . = not tested or not shown. Compounds were not picked by outcome; about 5% have a hit in one of these screens.

SMILES | PvdQ inh | MITF act | dFosB act | Wnt bcat act | HTR5A ag | HTR5A inv ctr | V-ATPase pH | SR-BI HDL uptake | CDK5 p35 inh | NSD2 inh
Cc1cc2cc(CNC(=O)Nc3cccc(Cl)c3)ccc2n1C | -19.4 | 13.4 | ? | 0.3 | 2.4 | -6.6 | 1.7 | . | -0.9 | .
NC(=O)c1ccc(NC(=O)C2CC(=O)N(c3ccc4c(c3)OCCO4)C2)cc1 (centres undefined) | -9.4 | -0.1 | 1.2 | -0.2 | -1.3 | 3.5 | -2.3 | -16.6 | 1.6 | -1.6
CN1CCCC(OC(=O)c2ccccc2Br)C1 (centres undefined) | -14.5 | . | 3.0 | -0.7 | 2.1 | -7.8 | -0.6 | -12.3 | -4.5 | 1.9
CCC(C)NC(=O)c1ccc(CSc2nc3ccncc3n2Cc2ccc(F)cc2)cc1 (centres undefined) | -9.7 | . | -9.2 | -0.3 | 3.6 | -11.0 | -2.2 | -20.6 | -0.6 | .
Cc1ccc2c(c1)[C@H]1[C@H](CO2)[C@H](c2ccccc2)[C@]2(C)C(=O)Nc3ccc(Br)cc3C(=O)N12 | 2.1 | -5.7 | 0.8 | -7.1 | 4.3 | -25.7 | -0.8 | 0.7 | -0.4 | .
O=S(=O)(Nc1ccc(-c2csc(-c3ccccc3)n2)cc1)c1ccccc1 | -9.6 | -8.0 | -4.1 | . | 1.9 | -6.9 | -0.7 | -5.6 | 1.2 | -1.2
O=c1ccc(-c2ccc(S(=O)(=O)Nc3ccc(F)cc3)s2)n[nH]1 | -8.5 | 8.7 | -6.8 | -1.4 | 4.0 | -7.1 | 3.0 | 23.4 | 0.0 | -3.0
C/C(COc1ccccc1)=N\NC(=O)c1nnn(-c2nonc2N)c1CSc1ccccc1 | -16.0 | 0.6 | 1.1 | 0.0 | 0.3 | -11.2 | -2.1 | -4.7 | -1.7 | 1.0
CC(C)C(C)(C#N)NC(=O)CSc1nc2scc(-c3ccc(F)cc3)c2c(=O)n1Cc1ccccc1 (centres undefined) | -7.9 | -11.2 | -6.7 | . | 0.5 | -33.3 | -1.6 | 12.8 | -1.9 | 1.7
COc1ccc(CNC2CCCc3ccccc32)c(OC)c1 (centres undefined) | -4.4 | . | -3.7 | 1.2 | 6.1 | -20.9 | -2.8 | 24.0 | -4.7 | 15.3
CCOC(=O)c1c(-n2cnnn2)sc2c1CCCC2 | -19.0 | -2.5 | 1.7 | -4.3 | -1.2 | -7.6 | 4.5 | 6.0 | -0.4 | -1.3
O=C(Nc1nc2ccccc2[nH]1)NC1CCCCC1 | -4.4 | 17.5 | -8.2 | 18.9 | 6.1 | 4.5 | 3.7 | -20.8 | 1.6 | 0.4
O=C(Nc1ccc(Cl)cc1Cl)c1ccc2ncsc2c1 | -3.1 | 111.9* | 3.1 | ? | 3.1 | -12.0 | -2.6 | -0.7 | 2.2 | -0.4
CCOC1(OCC)N=C(N)C2(C#N)C(c3ccc(NC(C)=O)cc3)C12C#N (centres undefined) | -9.8 | 6.1 | 1.6 | . | -0.8 | 2.5 | 3.9 | -38.2 | 0.4 | -4.5
CCC1(CC)NC(=O)N(CC(=O)OCC(=O)c2cc(C)c(C)cc2C)C1=O | -15.9 | -1.3 | -7.8 | -2.8 | 0.1 | 20.4 | 5.2 | -1.7 | 0.6 | 5.7
O=C(Nc1c2c(nn1-c1ccc(F)cc1)CS(=O)(=O)C2)c1ccc(S(=O)(=O)N2CCOCC2)cc1 | 4.7 | -1.7 | -7.3 | -1.3 | 2.2 | 26.8 | -4.8 | -4.7 | -0.6 | -4.0
CC(C)N(C)S(=O)(=O)c1ccc(NC(=O)C2=COCCO2)cc1 | 1.0 | 32.3 | -2.2 | 11.7 | -3.0 | 7.4 | -0.8 | 10.0 | 0.2 | 0.5
Cc1ccc(/C=C2/NC(=O)N(c3ccccc3)C2=O)o1 | -1.7 | . | -6.0 | . | -1.2 | 3.4 | 1.7 | -24.9 | -1.9 | .
CC(=O)c1cccc(NCC(=O)Nc2cc(S(=O)(=O)N3CCCCC3)ccc2C)c1 | 1.0 | -6.5 | -8.1 | -3.3 | -3.5 | 8.8 | 5.1 | 4.6 | -1.5 | -0.9
O=C(CC1C(=O)NCCN1Cc1ccccc1C(F)(F)F)NC1CCCCCC1 (centres undefined) | 9.8 | -1.3 | -10.7 | -0.1 | -2.9 | 4.5 | -2.4 | -4.5 | 1.4 | -4.5
CCCC(CCC(=O)Nc1ccc(C(=O)OC)cc1)C(=O)O (centres undefined) | 5.7 | -3.5 | -2.3 | 0.1 | 7.0 | -17.7 | -1.4 | . | 0.0 | -1.2
CCOC(=O)C1CCCN(C(=O)/C=C/c2ccc(OC)cc2)C1 (centres undefined) | 1.3 | 6.7 | -5.5 | 3.5 | -1.8 | -0.1 | 2.9 | -6.9 | -1.1 | 0.2
Cc1ccc(NC(=O)CSc2ccc(-c3ccccn3)nn2)cc1F | -17.8 | 0.5 | -6.8 | 1.4 | 1.4 | -5.0 | -3.0 | . | -4.1 | -3.3
O=C(c1cccc(F)c1)N1CCN(C(=O)c2cc3ncc(Br)cn3n2)CC1 | -0.4 | -13.7 | -0.7 | . | 4.0 | -24.8 | -6.3 | -37.7 | -1.8 | 0.8
N#Cc1ccsc1NC(=O)CN1CCOCC1 | -13.3 | -9.8 | -4.6 | 0.2 | -3.1 | -0.9 | -3.0 | . | -0.8 | -1.5
CCCN(CCC)CCN1C(=O)C2C(C(=O)Nc3ccc(C)cc3)C3C=CC2(O3)C1C(=O)NC1CCCCC1 (centres undefined) | 0.8 | 6.5 | -3.7 | -2.1 | 5.4 | -16.1 | -1.4 | . | -0.8 | 39.6
CC(C)(C)c1nn(-c2ccccc2)c2[nH]c(=O)c(CNCc3ccco3)cc12 | -3.6 | -64.9 | -20.0 | . | 1.1 | 17.8 | 4.1 | 0.3 | 0.7 | -1.9
COc1cc(NS(=O)(=O)c2ccc(NC(=S)NC(=O)c3cccs3)cc2)nc(OC)n1 | -8.0 | 5.7 | -3.7 | -0.5 | 1.7 | 18.1 | 1.2 | -26.0 | . | -0.4
CCOC(=O)/C(=N\Nc1ccc(OC)cc1)c1csc(Nc2ccccc2)n1 | -3.7 | 50.5 | -3.7 | 0.3 | -0.2 | 12.3 | -2.2 | 99.4* | 1.9 | -1.7
CC(C)(C)c1cnnn1-c1ccc(/C=N/Nc2ccc([N+](=O)[O-])cc2)cc1 | 5.8 | 0.2 | 1.5 | -6.9 | -1.7 | 4.5 | -3.2 | 43.4 | 0.0 | 0.3
Cc1nnc(SCC(=O)NCc2ccc3c(c2)OCO3)[nH]c1=O | 8.0 | 3.4 | -1.2 | . | -0.2 | -3.1 | 3.3 | 3.9 | -1.3 | 1.1
Cn1c(SCC(=O)c2ccc3c(c2)Cc2ccccc2-3)nnc1-c1ccccc1 | -4.6 | 3.8 | ? | . | -1.7 | 3.6 | -1.3 | -3.4 | -0.3 | 1.8
COc1ccc(CCNc2oc(-c3cccc4ccccc34)nc2P(=O)(OC)OC)cc1OC | -61.9 | 4.6 | -12.2 | . | -1.2 | 1.4 | 7.7 | 28.9 | -3.4 | -6.9
CCCn1c(SCC(=O)Nc2ccccc2Cl)nc(O)cc1=O | 15.0 | -0.1 | -4.7 | 2.4 | 6.9 | -13.5 | -2.9 | -22.7 | 0.0 | -0.7
Cc1cc(C)n2nc(C(=O)Nc3ccc(N4CCOCC4)cc3)nc2n1 | -18.4 | 5.8 | -1.7 | -4.2 | -2.9 | -2.0 | -2.8 | -41.8 | 0.9 | -5.1
Cc1ccc(Nc2nc(CSc3nnc(-c4ccccc4)n3C)cs2)cc1 | -6.9 | 45.3 | -0.4 | . | -2.2 | -21.2 | -2.4 | 11.9 | 0.0 | 2.2

Some of the entries above, set out differently:
Every second line gives: PvdQ inh | MITF act | dFosB act | Wnt bcat act | HTR5A ag | HTR5A inv ctr | V-ATPase pH | SR-BI HDL uptake | CDK5 p35 inh | NSD2 inh
> CC(C)(C)c1cnnn1-c1ccc(/C=N/Nc2ccc([N+](=O)[O-])cc2)cc1
    5.8 | 0.2 | 1.5 | -6.9 | -1.7 | 4.5 | -3.2 | 43.4 | 0.0 | 0.3
> Cc1nnc(SCC(=O)NCc2ccc3c(c2)OCO3)[nH]c1=O
    8.0 | 3.4 | -1.2 | . | -0.2 | -3.1 | 3.3 | 3.9 | -1.3 | 1.1
> Cn1c(SCC(=O)c2ccc3c(c2)Cc2ccccc2-3)nnc1-c1ccccc1
    -4.6 | 3.8 | ? | . | -1.7 | 3.6 | -1.3 | -3.4 | -0.3 | 1.8
> COc1ccc(CCNc2oc(-c3cccc4ccccc34)nc2P(=O)(OC)OC)cc1OC
    -61.9 | 4.6 | -12.2 | . | -1.2 | 1.4 | 7.7 | 28.9 | -3.4 | -6.9

More entries follow.
SMILES | PvdQ inh | MITF act | dFosB act | Wnt bcat act | HTR5A ag | HTR5A inv ctr | V-ATPase pH | SR-BI HDL uptake | CDK5 p35 inh | NSD2 inh
O=C(NCCc1ccccc1)C1CCC(=O)N1CCc1ccccc1 (centres undefined) | 0.9 | -6.4 | -3.5 | 3.6 | -0.7 | 2.6 | -1.3 | 14.6 | -1.8 | 0.3
NC(=O)c1cc[n+](Cc2ccccc2Cl)cc1 | -1.7 | -3.5 | 3.2 | -1.7 | -2.3 | 8.6 | -0.9 | -20.1 | 1.7 | -1.1
CCN(CC)S(=O)(=O)c1cccc(C(=O)NC(Cc2c[nH]c3ccccc23)c2nnc3n2CCC3)c1 (centres undefined) | -5.2 | -2.8 | 2.8 | . | -1.4 | -10.2 | -1.1 | -13.1 | 0.8 | 1.2
O=C(NC1CC1)c1nc2c(nnn2Cc2ccccc2Cl)c(=O)[nH]1 | -13.0 | -0.7 | -1.7 | -2.7 | 10.2 | -7.5 | 0.7 | 7.1 | -2.8 | -2.3
CCC1(C)Cc2c(C#N)c(N)n(N)c(=S)c2CO1 (centres undefined) | 4.1 | -9.0 | 1.4 | -4.8 | 6.2 | 6.1 | -0.5 | 9.7 | 0.3 | 1.7
Cc1occc1-c1nnc(SCC(=O)N(C)c2ccccc2)n1C | -1.1 | 6.6 | -2.5 | -0.7 | -6.0 | 14.6 | -2.5 | 8.1 | -0.3 | -0.7
COc1cc(SC)ccc1C(=O)N(CC(=O)Nc1ccccc1Br)Cc1ccco1 | -7.7 | -7.6 | -1.7 | 0.4 | -0.7 | 1.6 | -2.9 | 19.0 | -1.5 | 1.4
Cc1ccccc1N1C(=O)C2CCCN2C1=S (centres undefined) | -8.8 | -0.3 | 8.6 | -3.2 | 6.4 | -17.6 | 2.3 | -24.6 | 0.8 | 1.3
COc1ccc(OC)c(NC(=O)Nc2cccc(Cn3cccn3)c2)c1 | -13.8 | 6.4 | -2.6 | 0.5 | 5.7 | -0.8 | 3.3 | 30.3 | -0.4 | 0.1
COc1ccc2c(-c3ccccc3)cc(SC(C)C(N)=O)nc2c1 (centres undefined) | -13.8 | -1.3 | -7.4 | -2.1 | 2.1 | -5.7 | -1.0 | 16.3 | -1.6 | -2.2
CCC(CO)Oc1cc(NC(=O)c2ccc(OC)cc2)c2ncn(C(C)C)c2c1 (centres undefined) | -0.5 | 1.0 | -8.9 | -2.5 | 6.4 | -12.4 | 3.6 | ? | -1.9 | .
Cn1nc(C(=O)OCC(=O)Nc2ccc(C(N)=O)cc2)c2ccccc2c1=O | -11.9 | 8.8 | 4.6 | -3.3 | -0.2 | 0.9 | 3.9 | 3.0 | 1.1 | -0.6

Screens from PubChem.
